MDM2 E3 inh: MDM2-luciferase reporter signal enhancers, primary screen, MDM2 E3 ligase inhibitor project, cell-based, luminescence, 1536-well. E3 ubiquitin-protein ligase Mdm2 (Homo sapiens), Q00987. cell-based MDM2 ubiquitination luciferase reporter, 2 h; 0 = plate control, 100 = twice control, blank-subtracted. signal enhancement, % at 5 µM. 0.11% of 210,000 active. AID 1230, 2008;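 active = signal enhancement of 30% or more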;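 also: luminescence tracks abundance of the self-degrading MDM2-luciferase fusion protein; higher signal means inhibition of MDM2 E3 ligase activity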
Target sequence (Q00987 whole entry, looked up, the tested form may be a part): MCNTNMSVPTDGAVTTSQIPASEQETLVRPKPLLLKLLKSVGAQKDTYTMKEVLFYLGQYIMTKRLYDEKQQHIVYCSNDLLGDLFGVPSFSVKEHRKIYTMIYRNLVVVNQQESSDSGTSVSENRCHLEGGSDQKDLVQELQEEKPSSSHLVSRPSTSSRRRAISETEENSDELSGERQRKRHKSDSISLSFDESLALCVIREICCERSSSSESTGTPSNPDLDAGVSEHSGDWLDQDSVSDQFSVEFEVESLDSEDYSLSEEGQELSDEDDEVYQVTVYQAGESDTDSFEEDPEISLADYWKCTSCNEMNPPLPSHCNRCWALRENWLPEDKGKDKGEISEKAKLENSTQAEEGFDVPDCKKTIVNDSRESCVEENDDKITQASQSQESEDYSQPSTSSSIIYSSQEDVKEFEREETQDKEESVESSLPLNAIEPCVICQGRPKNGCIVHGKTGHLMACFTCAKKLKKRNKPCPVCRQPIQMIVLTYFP
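Test system: mammalian cells stably expressing self-ubiquitinating, self-degrading MDM2 E3–luciferase fusion; Amount: 2000 cells in each well; Medium: DMEM; Schedule: 4 h settle plus 2 h compound, 37 °C; Technique: SteadyLite luciferase luminescence after 15 min room-temperature reagent incubation; Benchmarks: plate control and blank wells.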
TNF necrop inh: inhibitors of TNF-alpha triggered necroptosis, primary screen, cell-based, Jurkat FADD-/-, single concentration; Jurkat FADD-/- TNF necroptosis rescue, ATP luminescence, 24 h; 0 = TNF only, 100 = no-TNF cells; activation (protection from cell death), % at 10 µM; 0.068% of 220,000 active;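 active = activation, meaning protection from cell death, of at least 50% relative to plate controls; inactive = activation below 50%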;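 also: necroptosis triggered by 40 ng/mL TNF-alpha added together with compound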
EBV gp42 block: Epstein-Barr virus gp42 inhibitors, primary screen, biochemical, uHTS, fluorescence polarization. Fluorescence polarization binding assay, mP read-out. AID 1085, 2008. 0.42% of 220,000 active. Glycoprotein 42 (Epstein-Barr virus (strain AG876)), Q1HVG2. inhibition, % (tested at 21.74 µM); in the data active = inhibition above about 50%
Target sequence (Q1HVG2 whole entry, looked up): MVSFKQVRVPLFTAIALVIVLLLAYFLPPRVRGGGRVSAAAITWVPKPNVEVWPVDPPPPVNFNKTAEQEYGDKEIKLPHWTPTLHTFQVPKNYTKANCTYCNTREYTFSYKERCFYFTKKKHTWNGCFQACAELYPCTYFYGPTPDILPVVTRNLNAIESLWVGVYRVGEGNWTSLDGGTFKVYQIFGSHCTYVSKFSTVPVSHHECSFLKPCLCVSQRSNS
Rad51 HR inh: human RAD51 strand exchange inhibitors, primary screen, biochemical, fluorescence; DNA repair protein RAD51 homolog 1 (Homo sapiens), Q06609; hRad51 DNA strand exchange, fluorescence dequenching; inhibition, % at 10 µM; 0.085% of 200,000 active; AID 1385, 2008;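 active = inhibition above 40% at the single screening dose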;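 also: 0% = DMSO control wells and 100% = blanks with heterologous ssDNA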
Target sequence (Q06609 whole entry, looked up): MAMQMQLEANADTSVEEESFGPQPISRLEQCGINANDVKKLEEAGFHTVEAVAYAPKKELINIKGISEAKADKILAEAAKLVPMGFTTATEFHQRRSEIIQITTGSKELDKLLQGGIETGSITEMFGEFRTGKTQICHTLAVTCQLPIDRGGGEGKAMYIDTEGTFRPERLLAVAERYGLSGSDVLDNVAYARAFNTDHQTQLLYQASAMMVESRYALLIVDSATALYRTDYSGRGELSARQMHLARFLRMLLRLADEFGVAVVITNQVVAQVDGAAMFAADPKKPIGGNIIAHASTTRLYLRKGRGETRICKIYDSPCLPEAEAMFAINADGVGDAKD
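Test system – preformed human Rad51 ssDNA filaments · Reagent – Donor/quencher-labelled 47-bp dsDNA substrate · Incubation – 37 °C 15-min filament assembly, 30-min compound preincubation, 15-min exchange · Signal – FRET fluorescence dequenching, excitation 485 nm, emission 520 nm · Read-out – percent inhibition from fluorescence, normalised to plate control and blank means · Benchmarks – plate control and blank wells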
Cl transport mod: KCC2 cotransporter modulators, thallium flux, primary screen, cell-based, HEK293 KCC2, FluoZin-2 fluorescence, MLSMR | KCC2 cells, thallium flux FluoZin-2 fluorescence | 2.2% of 190,000 active | B-score of Tl+ flux slope (higher = more flux/activation; lower = inhibition) at 10 µM;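 active = thallium flux slope and its plate-corrected score both differing from the plate sample mean at a set confidence after two filtering rounds, in either direction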;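 also: slope of fluorescence scaled to starting intensity during 10 to 20 s after thallium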
eIF4E-4G inh: eIF4E–eIF4G protein interaction inhibitors, primary screen, biochemical, uHTS, TR-FRET, eIF4GI fragment; Eukaryotic translation initiation factor 4E (Mus musculus) + Eukaryotic translation …; TR-FRET eIF4E-eIF4GI(517-606) binding, 2 h; inhibition, % at 21.7 µM; 0.37% of 220,000 active; AID 782, 2007;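 active = inhibition above about 30%, limit read from the data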;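 also: 0% = full FRET control wells and 100% = background wells lacking eIF4GI fragment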
PERK inhibitor: block of dimerizer-induced PERK translation repression, primary screen, PERK inhibitor project, CHO PERK-DD cells, SEAP luminescence, HTS; Eukaryotic translation initiation factor 2-alpha kinase 3 (Homo sapiens), Q9NZJ5; CHO PERK-DD fusion, SEAP luminescence translation reporter; inhibition, % at 5.6 µM; 0.17% of 220,000 active; AID 1416, 2008;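 active = inhibition above the mean inhibition of all tested compounds plus 3 SD, set separately per screening campaign, cut at about 2.9% in these data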;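 also: PERK kinase domain activated by AP20187 dimerizer at 100 nM; 0% = DMSO with dimerizer and 100% = rapamycin at 8.4 µM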
zVAD death inh: inhibitors of zVAD-triggered necroptosis, primary screen, L929 cells; L929 zVAD necroptosis rescue, ATP luminescence, 24 h; with zVAD 60 µM; 0.38% of 220,000 active; viability rescue, % at 10 µM;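 active = activation, scaled between plate controls, above about 75%, limit read from the data; inactive = activation under that limit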;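 also: 0% = zVAD with DMSO and 100% = DMSO alone without zVAD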
m-calpain inh: inhibitors of pig calpain II, primary screen, biochemical, fluorogenic peptide substrate, 1536-well. inhibition, % at 16 µM. purified calpain II, 30 min. 0.37% of 220,000 active. AID 1236, 2008;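 active = inhibition above about 50%, limit read from the data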
Active calls of the source: *; [ ] = remark or other dose.

`COc1ccc(CCNC(=O)Cn2c(=O)n(CC3CCCO3)c(=O)c3cc(OC)c(OC)cc32)cc1OC` (stereo unspecified) gave MDM2 E3 inh -5, TNF necrop inh -0.1, EBV gp42 block -9, Rad51 HR inh 0, Cl transport mod -0.017, eIF4E-4G inh 1, PERK inhibitor 1.4, zVAD death inh -0.4 and m-calpain inh -2.
Screening Cc1cccc(CSc2ncc(CO)n2C)c1 returned MDM2 E3 inh -11, TNF necrop inh -3.7, EBV gp42 block 5, Rad51 HR inh 2, Cl transport mod 0.51, eIF4E-4G inh -2, PERK inhibitor 0.3, zVAD death inh 0.1 and m-calpain inh -2.
CCc1ccccc1Nc1nc(N)nc(CSCC(=O)c2cc(C)n(C)c2C)n1 was read as MDM2 E3 inh 9, TNF necrop inh -1.6, EBV gp42 block -18, Rad51 HR inh 8, eIF4E-4G inh -2, PERK inhibitor -0.8, zVAD death inh -0.4 and m-calpain inh -6.
`Cc1ccsc1/C=N/NC(=O)CNC(=O)c1ccc(S(=O)(=O)N(C)C)cc1` gave MDM2 E3 inh -5, TNF necrop inh 3.4, EBV gp42 block 3, Rad51 HR inh -5, Cl transport mod -0.19, eIF4E-4G inh 1, PERK inhibitor 0.1, zVAD death inh 41 and m-calpain inh -8.
`O=C(Cc1csc(Nc2nc(=S)[nH]c3ccccc23)n1)NCc1cccc(Cl)c1` gave MDM2 E3 inh -8, TNF necrop inh 1.0, EBV gp42 block -42, eIF4E-4G inh 0, PERK inhibitor 1.1, zVAD death inh 0.5 and m-calpain inh 5.
CC1CCCN(Cc2csc(N)n2)C1 (stereo unspecified) was read as MDM2 E3 inh -5, TNF necrop inh 0.0, EBV gp42 block -10, Rad51 HR inh 12, eIF4E-4G inh 4, PERK inhibitor 1.2, zVAD death inh 9.2 and m-calpain inh -31.
Screening Cc1cc(C(F)(F)F)c2c(=O)[nH]c(=O)n(Cc3ccccc3)c2n1 returned MDM2 E3 inh -23, TNF necrop inh -3.3, EBV gp42 block 3, Rad51 HR inh -10, Cl transport mod -4.3*, eIF4E-4G inh 3, PERK inhibitor -0.7, zVAD death inh 0.1 and m-calpain inh 20.
Cc1ccc(C(=O)CSc2nc3cc(S(=O)(=O)N4CCOCC4)ccc3o2)cc1 was read as MDM2 E3 inh 19, TNF necrop inh 4.6, EBV gp42 block -14, Rad51 HR inh 6, Cl transport mod -1.1, eIF4E-4G inh -1, PERK inhibitor 0.7, zVAD death inh 2.5 and m-calpain inh -23.
`O=C(c1cnsn1)N1CCN(c2ccccn2)CC1` gave MDM2 E3 inh -14, TNF necrop inh 1.5, EBV gp42 block -8, Rad51 HR inh -2, eIF4E-4G inh -9[fluorescence artefact?], PERK inhibitor 0.5, zVAD death inh 0.0 and m-calpain inh -9.
O=C(Nc1cccc(Cl)c1Cl)c1snnc1-c1ccccc1 was read as MDM2 E3 inh -55, TNF necrop inh -3.2, EBV gp42 block -7, Rad51 HR inh 19, Cl transport mod -0.83, eIF4E-4G inh 0, PERK inhibitor -1.4, zVAD death inh 1.2 and m-calpain inh -16.
Screening Cc1occc1C(=O)NCc1cccs1 returned MDM2 E3 inh -16, TNF necrop inh 27, EBV gp42 block 2, Rad51 HR inh -12, Cl transport mod -0.027, eIF4E-4G inh 8, PERK inhibitor 0.1, zVAD death inh 0.6 and m-calpain inh -16.
CCOc1ccccc1C(=O)Nc1cccc(-c2ccc3nncn3n2)c1 was read as MDM2 E3 inh -12, TNF necrop inh -6.2, EBV gp42 block 3, Rad51 HR inh 27, Cl transport mod -3.1, eIF4E-4G inh -5, PERK inhibitor 0.7, zVAD death inh -0.3 and m-calpain inh 4.

Taken from the results shown, 2 compounds:
`Cc1ccsc1/C=N/NC(=O)CNC(=O)c1ccc(S(=O)(=O)N(C)C)cc1` gave MDM2 E3 inh -5, TNF necrop inh 3.4, EBV gp42 block 3, Rad51 HR inh -5, Cl transport mod -0.19, eIF4E-4G inh 1, PERK inhibitor 0.1, zVAD death inh 41 and m-calpain inh -8.
`O=C(Cc1csc(Nc2nc(=S)[nH]c3ccccc23)n1)NCc1cccc(Cl)c1` gave MDM2 E3 inh -8, TNF necrop inh 1.0, EBV gp42 block -42, eIF4E-4G inh 0, PERK inhibitor 1.1, zVAD death inh 0.5 and m-calpain inh 5.

The list continues.
CCOC(=O)CN(C(=O)CSc1nnc(COc2ccc(OC)cc2)n1C)c1ccccc1 was read as MDM2 E3 inh -10, TNF necrop inh -1.8, EBV gp42 block -18, Rad51 HR inh 1, Cl transport mod 0.21, eIF4E-4G inh -2, PERK inhibitor 0.1, zVAD death inh -0.5 and m-calpain inh 0.
Screening O=C1c2ccccc2C(=O)N1CCCn1c(=O)oc2ccccc21 returned TNF necrop inh 0.8, EBV gp42 block -5, Rad51 HR inh 6, Cl transport mod 1.3, eIF4E-4G inh -1, PERK inhibitor 0.1, zVAD death inh 0.0 and m-calpain inh 21.
Screening O=C(COC(=O)c1cn(-c2ccccc2)nc1-c1ccc(F)cc1)Nc1ncc(Cl)cc1Cl returned MDM2 E3 inh -5, TNF necrop inh 4.2, EBV gp42 block -12, Rad51 HR inh -16, Cl transport mod -0.73, eIF4E-4G inh 2, PERK inhibitor 0.6, zVAD death inh 2.9 and m-calpain inh 15.
Screening O=c1ccc2ccccc2o1 returned TNF necrop inh 1.6, EBV gp42 block -5, Rad51 HR inh 2, Cl transport mod -0.046, eIF4E-4G inh -3, PERK inhibitor 1.3, zVAD death inh 3.4 and m-calpain inh 3.
Screening c1ccc2c(N3CCCCC3)ncnc2c1 returned MDM2 E3 inh -16, TNF necrop inh -0.9, EBV gp42 block -28, Rad51 HR inh -3, Cl transport mod -0.22, eIF4E-4G inh 2, PERK inhibitor 0.0, zVAD death inh -0.7 and m-calpain inh -3.
Screening Cn1c(SCC(=O)CC(=O)Nc2ccccc2)nnc1-c1ccc(O)cc1 returned MDM2 E3 inh 6, TNF necrop inh 1.0, EBV gp42 block -23, Rad51 HR inh -2, Cl transport mod 0.47, eIF4E-4G inh 1, PERK inhibitor 1.2, zVAD death inh 0.9 and m-calpain inh -9.
Screening Cc1[nH]n(-c2ccccc2)c(=O)c1C=Nc1ccc(S(=O)(=O)Nc2nccs2)cc1 returned MDM2 E3 inh 2, TNF necrop inh -2.7, EBV gp42 block 18, Rad51 HR inh 7, Cl transport mod -0.72, eIF4E-4G inh 0, PERK inhibitor 0.7, zVAD death inh 0.0 and m-calpain inh 4.
For COc1ccc2nc(/N=C/c3c(C)[nH]n(-c4ccc(C)cc4)c3=O)sc2c1 the results were MDM2 E3 inh -11, TNF necrop inh -1.4, EBV gp42 block -6, Rad51 HR inh -3, Cl transport mod 54*, eIF4E-4G inh 2, PERK inhibitor 1.4, zVAD death inh 0.5 and m-calpain inh -81.
For Cc1sc2nc(-c3ccccn3)[nH]c(=O)c2c1-c1ccccc1 the results were MDM2 E3 inh -5, TNF necrop inh -3.4, EBV gp42 block -18, Rad51 HR inh 12, Cl transport mod 3, eIF4E-4G inh 4, PERK inhibitor -1.1, zVAD death inh -1.6 and m-calpain inh -80.
For Cc1ccc(NC(=O)C2Cc3ccccc3C(=O)O2)cc1 (stereo unspecified) the results were MDM2 E3 inh 9, TNF necrop inh 0.8, EBV gp42 block -17, Rad51 HR inh 2, Cl transport mod 0.56, eIF4E-4G inh 4, PERK inhibitor 0.7, zVAD death inh 1.5 and m-calpain inh -3.
Screening CCOC(=O)Cn1ncc(-c2ccccc2)c1N returned MDM2 E3 inh -14, TNF necrop inh -1.6, EBV gp42 block -20, Rad51 HR inh 9, Cl transport mod -0.35, eIF4E-4G inh 3, PERK inhibitor 1.0, zVAD death inh 0.0 and m-calpain inh -5.
For Cc1noc(C)c1COc1ccc(C(=O)OCC(=O)N2c3ccccc3NC(=O)C2(C)C)cc1 the results were MDM2 E3 inh -5, TNF necrop inh -2.2, EBV gp42 block -23, Rad51 HR inh -11, eIF4E-4G inh 7, PERK inhibitor -1.2, zVAD death inh 0.8 and m-calpain inh -58.
For COc1ccc(OCCNC(=O)CCCO)cc1 the results were MDM2 E3 inh 5, TNF necrop inh 0.1, EBV gp42 block -15, Rad51 HR inh -6, Cl transport mod 0.88, eIF4E-4G inh 4, PERK inhibitor -0.1, zVAD death inh -0.1 and m-calpain inh -10.
`CCCS(=O)(=O)N1CCC(C(=O)NC2CCCCC2C)CC1` (stereo unspecified) gave MDM2 E3 inh -13, TNF necrop inh 1.4, EBV gp42 block 4, Rad51 HR inh 2, Cl transport mod 0.31, eIF4E-4G inh -4, PERK inhibitor 1.4, zVAD death inh 0.5 and m-calpain inh 13.
For O=C(CSc1nnc(-c2cccs2)o1)N1CCc2ccccc21 the results were MDM2 E3 inh -6, TNF necrop inh 0.9, EBV gp42 block -18, Rad51 HR inh -1, Cl transport mod -0.93, eIF4E-4G inh -7, PERK inhibitor -1.2, zVAD death inh 1.5 and m-calpain inh 0.
For Cc1ccc(C)c(N2CCN(C(=O)c3cc4ccccc4oc3=O)CC2)c1 the results were MDM2 E3 inh -18, TNF necrop inh -0.7, EBV gp42 block 2, Rad51 HR inh -2, Cl transport mod -0.35, eIF4E-4G inh 17, PERK inhibitor 0.6, zVAD death inh 1.0 and m-calpain inh 4.
Cc1cs/c(=N\N=C2CCCCC2)n1Cc1ccco1 was read as MDM2 E3 inh -1, TNF necrop inh 1.6, EBV gp42 block -7, Rad51 HR inh 3, Cl transport mod 0.72, eIF4E-4G inh -8, PERK inhibitor 0.1, zVAD death inh -0.3 and m-calpain inh -7.
Screening Cc1ccc(NC(=O)c2ccccc2[N+](=O)[O-])nc1 returned MDM2 E3 inh 0, TNF necrop inh -0.4, EBV gp42 block 7, Rad51 HR inh 7, Cl transport mod 0.019, eIF4E-4G inh 5[fluorescence artefact?], PERK inhibitor -0.4, zVAD death inh 0.4 and m-calpain inh -4.
Cc1cccc(NC(=S)Nc2ccc3cn[nH]c3c2)c1 was read as MDM2 E3 inh -21, TNF necrop inh -3.4, EBV gp42 block -18, Rad51 HR inh -4, Cl transport mod -0.19, eIF4E-4G inh -2, PERK inhibitor 0.7, zVAD death inh 0.8 and m-calpain inh -5.
`Cc1ccc2c3c1C1(C(=O)N3C(C)(C)CC2C)C(C#N)=C(N)Oc2cc(O)ccc21` (stereo unspecified) gave MDM2 E3 inh -11, TNF necrop inh -1.3, EBV gp42 block 7, Rad51 HR inh 2, Cl transport mod -0.43, eIF4E-4G inh 9, PERK inhibitor 0.1, zVAD death inh -0.1 and m-calpain inh -18.
For Cc1c(NC(=O)CSc2ncccn2)c(=O)n(-c2ccccc2)n1C the results were MDM2 E3 inh 8, TNF necrop inh 0.1, EBV gp42 block 5, Rad51 HR inh -2, Cl transport mod -0.36, eIF4E-4G inh -3, PERK inhibitor 0.6, zVAD death inh 1.8 and m-calpain inh -3.

Compound activity from PubChem BioAssay.
